Screens (PubChem)
12-LOX inh: Primary qHTS assay for inhibitors of human arachidonate 12S-lipoxygenase (ALOX12): Round 2; Polyunsaturated fatty acid lipoxygenase ALOX12 (Homo sapiens), P18054; purified 12hLO, xylenol orange hydroperoxide absorbance; Potency, µM (top dose mostly 108 µM), without a hit: at the top dose activity change, negative = inhibition, actives largely listed as inhibitors; 1.1% of 580,000 active; active means well fitted inhibition curve with a large enough effect; inconclusive means small, poorly fitted or top-dose-only effect, or another doubt; inactive means no such curve, though single readings can be large or run the other way
Target sequence (P18054 whole entry, looked up): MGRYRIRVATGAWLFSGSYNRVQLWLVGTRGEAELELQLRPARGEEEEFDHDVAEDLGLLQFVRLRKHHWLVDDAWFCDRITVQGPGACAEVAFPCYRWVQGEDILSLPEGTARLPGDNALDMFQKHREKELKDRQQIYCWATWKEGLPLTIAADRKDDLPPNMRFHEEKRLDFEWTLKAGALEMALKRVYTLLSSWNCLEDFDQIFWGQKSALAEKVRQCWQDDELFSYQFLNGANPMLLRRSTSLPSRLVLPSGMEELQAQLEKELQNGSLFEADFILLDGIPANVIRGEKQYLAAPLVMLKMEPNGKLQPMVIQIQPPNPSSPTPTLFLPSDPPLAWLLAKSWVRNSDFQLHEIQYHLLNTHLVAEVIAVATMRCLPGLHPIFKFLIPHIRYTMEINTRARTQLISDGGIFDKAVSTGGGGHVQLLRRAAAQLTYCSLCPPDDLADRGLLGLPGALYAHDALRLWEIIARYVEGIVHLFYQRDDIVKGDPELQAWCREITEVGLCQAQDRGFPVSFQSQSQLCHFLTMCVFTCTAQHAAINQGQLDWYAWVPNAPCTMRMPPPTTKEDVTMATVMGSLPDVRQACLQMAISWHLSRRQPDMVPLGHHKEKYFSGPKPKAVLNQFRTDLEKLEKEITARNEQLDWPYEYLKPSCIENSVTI
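Purified human 12hLO at 150 nM in 25 mM Hepes, 0.01% Triton X-100, pH 7.0, preincubated 15 min at room temperature with compound. Reaction started with 40 uM arachidonic acid, 30 min at room temperature. Hydroperoxide measured by Fe-xylenol orange, 573/405 nm absorbance ratio.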
The depositor's hits bear a star; u = inconclusive; [ ] = another dose, or the depositor's remark. On the % scale 0 is the no-effect control and ±100 the full control effect; potency means the concentration at half of the fitted maximal effect.

SMILES	12-LOX inh
CC(C)CCNC(=O)c1cnc2n1CCN(Cc1ccncc1Cl)CC2	6.5%[176 µM]
C=CCNc1oc(COc2ccc(Br)cc2)nc1C#N	-17.4%
CS(=O)C1CCCCC1(O)CSc1nc(-c2cccs2)cc(-c2ccccc2)c1C#N (stereo not given)	-3.9%
O=C(Nc1ccc(O)c(-c2nc3ccccc3o2)c1)c1ccc([N+](=O)[O-])o1	10.6%
COc1ccc(C(=O)OCCCC(=O)c2ccc(F)cc2)c(OC)c1	-13.4%
CC1(C)CC(NCc2ccccc2)=CC(=C(C#N)C#N)C1	-19.1%
CC(C)C(=O)Nc1ccccc1C(C)C	25.3%
COc1ccc(/C=N/OCc2ccc(C)cc2)cc1OCc1ccccc1	u
O=C(Cc1cccc(F)c1)N1CCC(Oc2ccccc2-c2nc(C3CC3)no2)C1 (stereo not given)	1.4%
COc1cc(OC)cc(C(NC(=O)c2cc(C(C)=O)c[nH]2)c2nccn2C)c1 (stereo not given)	33.0%[activator]
COc1ccccc1NC(=O)CCn1ccn2nc3c(c2c1=O)CCCC3	34.6%
O=C(CSc1nnc2c(=O)n(-c3ccccc3)ccn12)N1CCN(c2ccccc2F)CC1	-6.3%
COc1ccc(C2Cn3cnc(C(=O)N4CCC(C(=O)NCc5ccccc5F)CC4)c3CO2)cc1 (stereo not given)	24.9%
COc1cccc2c1ccn2CCNC(=O)Cn1nc2c(cc1=O)CCCCC2	12.2%
COc1ccc2c(C)c(CC(=O)Nc3ccccc3F)c(=O)oc2c1C	u
COc1ccc(CCc2nc3nccc(-c4ccccc4)n3n2)cc1OC	32.1%
COCC(=O)N1C[C@H]2CON(C)[C@H]2C[C@H]1c1cccc(-c2cc(Cl)cc(Cl)c2)c1	9.4%
Fc1ccc(C2Cn3nnc(-c4nc(C5CC5)no4)c3CO2)cc1 (stereo not given)	9.4%
CC(CNC(=O)C1CCC(=O)N(C2CC2)C1)(c1ccccc1)c1ccccc1 (stereo not given)	-0.4%
COc1ccc(CC(=O)N2C[C@H](c3nc(-c4cccnc4)no3)[C@@H](C)C2)cc1	13.3%
Oc1ccc(-c2nc(C3CC3)nc3c2CN(Cc2cncs2)CC3)cc1	40.4%[activator]
CN(C)[C@H]1CCN(S(=O)(=O)c2ccsc2C(=O)O)C[C@H]1CCC(=O)O	64.2%[activator]
C1CC(c2noc(C3CC3)n2)CN1 (stereo not given)	9.4%
CN(Cc1ccc(Cl)cc1)C(=O)C1CCN(c2ccc(C(F)(F)F)cn2)CC1	-3.9%
COc1ccc(CCNC(=O)c2c(C)noc2-c2ccc(OC(F)(F)F)cc2)cc1OC	49.6%
COc1ccc(S(=O)(=O)N(CC(=O)N2CCN(C)CC2)c2ccccc2OC)cc1	-3.0%
COc1cccc(CN(C)C[C@H]2OCc3cnnn3CCCC(=O)N([C@@H](C)CO)C[C@@H]2C)c1	7.1%
Cc1nc(NCC2(c3ccccc3)CCOCC2)cc(C2CC(O)C2)n1 (stereo not given)	7.3%
c1coc(-c2cnc3ccccc3n2)c1	39.8µM*
Cc1nn(Cc2nc(-c3ccc4nc[nH]c4c3)no2)c(=O)c2ccccc12	60.8%[activator]
c1ccc2c(-c3nc4ccccc4[nH]3)cccc2c1	22.4%
COc1ccc(-c2[nH]ncc2CNC(=O)C2NCCc3[nH]cnc32)cc1 (stereo not given)	36.4%[activator]
Cc1cc(C[C@@H]2COC[C@@H]2NC(=O)CCc2nc(-c3ccco3)no2)on1	17.6%
O=C(c1ccccc1)N1C[C@H]2OC(=O)N(CCCN3CCOCC3)[C@H]2C1	-16.8%
O=C(O)CCCc1ccccn1	u
OC(c1ccccc1)(c1ccccc1)C1CCN(CCCOc2ccc(-c3cccnc3)cc2)CC1	u
CC1c2ccsc2CCN1C(=O)c1n[nH]c(=O)c2ccccc12 (stereo not given)	28.9%
Cc1cccc(-c2cnc3cccnn23)c1	-8.9%
COc1ccc(-c2cc(N3CCCN(C(=O)c4cc(OC)cc(OC)c4)CC3)n[nH]2)cc1	14.7%
COc1ccc(CN2C(=O)COC[C@H]2C(=O)N2CCN(c3ccc(C)cc3)CC2)cc1	0.9%
CC(Sc1nnc(C(C)Oc2ccc(F)cc2)o1)C(=O)NCc1ccc2c(c1)OCO2 (stereo not given)	8.3%
CN(C)c1ccc(N=Nc2nccs2)cc1	89.6%[activator]
CCc1c(C(=O)N[C@@H]2COCC[C@H]2OCc2ccccn2)csc1C	65.3%[activator]
O=P1(O)CC2=C(CC=CC2)C1	10.1%
Cc1ccc(C(C)CCN2CCC3(CC2)C(=O)N(Cc2ccccn2)C(=O)N3Cc2ccccc2)o1 (stereo not given)	11.8%
O=C(NCC1CCN(C2CCCC2)C1)Nc1ccccc1Cl (stereo not given)	u
CCn1nc(C(=O)NC(c2ccc3c(c2)OCCO3)C(C)C)c2ccccc2c1=O (stereo not given)	-31.4%
CCCOc1ccc(Oc2ncccc2CNC(=O)Nc2ccccc2)cc1	9.7%
COCCN1CN=C(Nc2nc(C)c3cccc(OC)c3n2)NC1	-1.2%
CCn1c(CO)nnc1C1CC(NC(=O)c2ccc3nc(C)oc3c2)C1 (stereo not given)	87.4%[activator]
O=C(NCc1ccc(Cl)cc1)c1cc(-c2ccc[nH]2)n[nH]1	31.6µM*
Cc1ncsc1C1N(C2CCN(Cc3cn(C)c4ccccc34)CC2)C(=O)C12CCCC2 (stereo not given)	4.2%
CC(C)CCCC1CN(S(=O)(=O)c2ccsc2)CCO1 (stereo not given)	75.4%[activator]
CCc1nc(-c2c3n(c(=O)n(CC(=O)NCc4ccccc4Cl)c2=O)CCCC3)no1	6.2%
CCOC(=O)c1ccc(Nc2nc(-c3ccccc3)no2)cc1	2.1%
COCc1cc(CNC(=O)c2cn(C3CCC(N)CC3)nn2)[nH]n1 (stereo not given)	14.7%
CCCCCOc1ccc(/C=C/C(=O)/C=C/c2ccc(OCCCCC)cc2)cc1	-2.2%
Cc1cc(S(=O)(=O)N(C)CC2CCOCC2)ccc1Cl	u
Cc1cc2oc(C(=O)NCC(c3ccco3)N3CCCCC3)cc(=O)c2cc1Cl (stereo not given)	-0.3%
O=C(O)c1ccnc(-c2ccnc(N3CCCOC(CN4CCCC4)C3)n2)c1 (stereo not given)	44.6%[activator]

New compounds follow
SMILES	12-LOX inh
Cc1noc(C)c1[S+](=O)([O-])N1CCC(N2CCOCC2=O)CC1	1.5%[6.33 µM]
COCCNc1cc(-c2ccc(Cl)cc2)nc2c(C)noc12	11.2%[176 µM]
O=C(Nc1ccc(F)c(Cl)c1)c1cccc2ccccc12	u
CCOc1ccc(-c2cc3c(=O)n(CCNC(=O)c4ccc(OC)cc4C)ccn3n2)cc1	u
COCc1ncc(C)n1CC1CCN(C(=O)CCc2ccc(OC)cc2)CC1	70.4%[activator]
CCOCC(=O)N1CCC(N2CC3CC(C2)[C@H]2CCCC(=O)N2C3)CC1 (stereo not given in full)	u
C[C@H](CO)N1C[C@H](C)[C@@H](CN(C)C(=O)c2cc(-c3ccccc3)on2)OCc2cnnn2CCCC1=O	-26.1%
COc1ccc(C2Cn3nnc(-c4noc(C5CCCC5)n4)c3CO2)cc1 (stereo not given)	19.4%
Nc1ccccc1-n1nc2ccc3ccccc3c2n1	-12.4%
COc1cccc2cc(C(=O)Nc3ccc(NC(C)=O)cc3)c(=O)oc12	3.1%
Cn1c(=O)c2c(nc(NCc3ccco3)n2Cc2ccccc2Br)n(C)c1=O	-1.3%
CCOC(=O)N1CCN(C(=O)c2sc(C(C)C)nc2C)CC1	20.4%
CN1C[C@@H](NC(=O)Nc2cccc(C#N)c2)C[C@H]1c1nc(-c2ccccn2)no1	31.2%[activator][176 µM]
CC(=O)N(C1CC1)C1CCOC2(CCN(C(=O)CCc3nc4ccccc4s3)CC2)C1 (stereo not given)	14.4%
CCn1ccc(C(=O)N2C[C@@H](Oc3ccccc3)C[C@H]2C(=O)N2CCOCC2)n1	10.0%
Cc1cc(N2CCN(S(C)(=O)=O)C[C@H]2C)ccc1N1CCN(Cc2ccccc2)[C@H](C)C1	-28.5%
COc1cccc(OC)c1C(=O)Oc1ccc2c(c1)O/C(=C\c1ccc(C(C)(C)C)cc1)C2=O	u
O=C(NCc1cccs1)c1ccc2sc([C@H]3C[C@H](O)[C@@H](CO)O3)nc2c1	13.1%
C[C@H]1COc2cc(N3CCC[C@@H]3CO)ccc2S(=O)(=O)N1	-2.6%
O=C(OCc1ccc(F)cc1Br)c1ccc(CN2CCCC2=O)cc1	u
CCn1c(CN(c2ccc(C)cc2)S(C)(=O)=O)nnc1SCC(=O)c1cc(C)n(C)c1C	-18.4%
Cc1cccc(NC(=O)COC(=O)Cn2cnc3c2c(=O)n(C)c(=O)n3C)c1	10.8%
Cc1cc(C)cc(-c2nnc(SCc3ncc(-c4ccccc4)o3)o2)c1	-5.6%
Cc1noc(C)c1C(=O)N1CCC1(C)C(=O)NS(=O)(=O)c1cccc(Cl)c1 (stereo not given)	u

Laid out differently: results already given
| mol | 12-LOX inh |
| --- | --- |
| Cn1c(=O)c2c(nc(NCc3ccco3)n2Cc2ccccc2Br)n(C)c1=O | -1.3% |
| O=P1(O)CC2=C(CC=CC2)C1 | 10.1% |
| O=C(CSc1nnc2c(=O)n(-c3ccccc3)ccn12)N1CCN(c2ccccc2F)CC1 | -6.3% |
| C[C@H]1COc2cc(N3CCC[C@@H]3CO)ccc2S(=O)(=O)N1 | -2.6% |
| CCCOc1ccc(Oc2ncccc2CNC(=O)Nc2ccccc2)cc1 | 9.7% |
| CCc1c(C(=O)N[C@@H]2COCC[C@H]2OCc2ccccn2)csc1C | 65.3%[activator] |
| CCn1c(CN(c2ccc(C)cc2)S(C)(=O)=O)nnc1SCC(=O)c1cc(C)n(C)c1C | -18.4% |

Structural class, those above with an aryl thioether with sulfur outside any ring.
SMILES	12-LOX inh
CS(=O)C1CCCCC1(O)CSc1nc(-c2cccs2)cc(-c2ccccc2)c1C#N (stereo not given)	-3.9%
O=C(CSc1nnc2c(=O)n(-c3ccccc3)ccn12)N1CCN(c2ccccc2F)CC1	-6.3%
CC(Sc1nnc(C(C)Oc2ccc(F)cc2)o1)C(=O)NCc1ccc2c(c1)OCO2 (stereo not given)	8.3%
CCn1c(CN(c2ccc(C)cc2)S(C)(=O)=O)nnc1SCC(=O)c1cc(C)n(C)c1C	-18.4%
Cc1cc(C)cc(-c2nnc(SCc3ncc(-c4ccccc4)o3)o2)c1	-5.6%

Further structures follow:
SMILES	12-LOX inh
CCC1(O)CCC12CCN(C(=O)Cc1ccccc1)CC2 (stereo not given)	29.6%
CN1CCC(C(=O)N[C@@H]2CN(c3ncccn3)C[C@H]2CO)CC1	48.1%[activator]
CCOC(=O)CSc1ncn(-c2nc(NC3CC3)nc(N(C)C)n2)n1	1.1%
COc1cc(OC)cc(-c2c(Sc3ccccc3)c3cc(-c4ccc5c(c4)OCCO5)ccc3n2C)c1	0.0%
CCN(C(=O)Cn1nc2n(c1=O)CCCCC2)c1ccccc1	10.3%
COc1ccccc1-c1ccc([C@@H]2C[C@H]3[C@@H](CN2)CON3C)cc1	u
CCCCOCCCNC(=O)CCC(=O)NCC(CC)CCCC (stereo not given)	-34.7%
CC(C)OCCCNC(=O)c1cc(Nc2ccccc2)nc2ccccc12	u
CC(C)(C)c1ccc(C(=O)NC(=O)COC(=O)c2ccccc2)cc1	4.4%
CN(C)Cc1nc(SCC(=O)Nc2ccccc2)c2ccccc2n1	-6.6%
COCCNC(=O)c1cc(C2CC2)nc2onc(C3CCCNC3)c12 (stereo not given)	10.2%[6.33 µM]
COCCn1ncc(N2CCCC(CC(=O)NCc3ccc(C)cc3)C2)cc1=O (stereo not given)	u
O=C(Nc1ccc(F)cc1F)C12CC3CC(CC(C3)C1)C2	22.2%
CN(CC1CCCO1)c1ccc(C(=O)N2CCC(N3CCOCC3)CC2)cn1 (stereo not given)	-9.4%
COc1ccc(-n2c(CNC(=O)c3c(-c4ccccc4)noc3C)nnc2SC)cc1	8.8%
Cc1ccccc1C1(CC(=O)N2CCC[C@H]2C(N)=O)CC(=O)N(C2CCCC2)C1=O (stereo not given in full)	u
Cc1ccc(C(=O)N2CCN(C(=O)c3nnn4c3COC(c3ccccc3)C4)CC2)c(C)c1 (stereo not given)	0.3%
Cc1cccc(NC(=O)c2ccc3c(c2)N(C)C2CCCN2C3=O)c1C (stereo not given)	13.6%
Cn1c(=O)c2c(nc(NCCCn3ccnc3)n2Cc2ccc(F)cc2)n(C)c1=O	5.2%
O=C(CSc1nnc(-c2cccnc2)n1-c1ccccc1)c1c[nH]c(C(=O)N2CCCC2)c1	1.1%
CC[C@@]1(O)CCN(C(=O)c2sc(C)cc2OC)C[C@H]1O	24.9%
Cc1ccccc1-n1c(C)nnc1SCc1nc2ccccc2o1	-10.9%
Cc1oc(-c2ccccc2)nc1CC(=O)Nc1cc(Cl)ccc1F	-61.3%
COC(=O)C(CC(CC(C(=O)OC)C(=O)OC)(C(=O)OC)C(=O)OC)C(=O)OC	1.6%
O=S(=O)(C(Sc1ccc(Cl)cc1)=C(Sc1ccc(Cl)cc1)Sc1ccc(Cl)cc1)c1ccccc1	16.1%
Cc1ccc(C(C=O)C=O)cc1	-25.7%
CC(=O)N1C[C@@H](F)[C@@H](OCc2nc3ccc(C(F)(F)F)cc3[nH]2)C1	43.3%[activator][176 µM]
O=C(O)Cn1ccc2cc(OCCc3cccc(-c4cncnc4)c3)cnc21	u
COc1ccc(CNC(=O)N2CCCCC2c2noc(COCC3CC3)n2)cc1 (stereo not given)	43.1%[activator]
CC(C)(C)N1C(=O)c2ccccc2NC(=O)C1C(=O)NCc1ccco1 (stereo not given)	11.3%
Cc1cccc(C)c1OCCC(=O)NC(C)c1cccs1 (stereo not given)	-10.5%
CCCNC(=O)N1CCCCCC1CN1CCOCC1 (stereo not given)	27.9%
Cn1nc(CC(=O)Nc2ccccc2)c2ccccc2c1=O	-11.2%
C=CCN(C(=O)CC1COc2ccc(C(=O)N(C)C)cc2N1C)C(C)C (stereo not given)	-6.6%
O=C(Nc1oc2ccc(Cl)cc2c(=O)c1-c1ccc2c(c1)OCO2)c1ccccc1	-2.0%

The list is partial. The share of hits here may be higher or lower than overall.
